# Screens: PubChem, several laboratories
# 14-3-3 Bad PPI: inhibitors of 14-3-3 zeta/Bad binding, primary screen, biochemical, TR-FRET, bovine 14-3-3 zeta; 14-3-3 protein zeta/delta (Bos taurus), P63103; TR-FRET 14-3-3zeta/Dy647-pBad peptide displacement, 1 h; inhibition, % at 21.7 µM; actives 0.71% (n = 220,000);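 active = inhibition above about 70%, limit read from the data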;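 also: 0% = full 14-3-3 plus peptide FRET controls and 100% = background without 14-3-3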
# Target sequence (P63103 whole entry, looked up): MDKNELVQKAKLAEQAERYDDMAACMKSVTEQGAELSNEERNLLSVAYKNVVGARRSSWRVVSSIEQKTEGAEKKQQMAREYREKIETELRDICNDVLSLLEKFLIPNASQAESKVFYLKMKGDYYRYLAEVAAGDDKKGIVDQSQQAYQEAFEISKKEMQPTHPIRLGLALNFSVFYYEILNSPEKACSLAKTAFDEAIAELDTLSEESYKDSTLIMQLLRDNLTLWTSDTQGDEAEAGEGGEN
# PGE2 EP2 inh: human EP2 receptor antagonists, primary screen, TR-FRET cAMP, C6 glioma cells; Prostaglandin E2 receptor EP2 subtype (Homo sapiens), P43116; C6 glioma cells expressing human EP2; cells stimulated with saturating PGE2; inhibition, % at 25 µM; actives 0.52% (n = 260,000);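 active = percent inhibition above 40 after rounding to a whole number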;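 also: rat C6 glioma host cells with rolipram phosphodiesterase inhibitor present; the protocol text gives 20 µM as final concentration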
# Target sequence (P43116 whole entry, looked up): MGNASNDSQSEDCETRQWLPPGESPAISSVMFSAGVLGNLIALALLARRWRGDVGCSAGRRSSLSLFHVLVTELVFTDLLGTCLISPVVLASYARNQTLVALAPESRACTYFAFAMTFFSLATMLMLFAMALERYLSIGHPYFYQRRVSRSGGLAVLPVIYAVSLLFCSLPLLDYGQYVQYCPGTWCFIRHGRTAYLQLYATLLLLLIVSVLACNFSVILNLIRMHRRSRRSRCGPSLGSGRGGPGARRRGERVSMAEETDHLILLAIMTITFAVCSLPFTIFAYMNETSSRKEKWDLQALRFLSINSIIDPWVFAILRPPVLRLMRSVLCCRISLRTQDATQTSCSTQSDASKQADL
# NPY-Y1 antag: NPY-Y1 receptor antagonists, primary screen, cell-based; Neuropeptide Y receptor type 1 (Homo sapiens), P25929; HEK293-CNG Y1 cells, membrane potential fluorescence; NPY at EC95, then isoproterenol; inhibition, % at 3.6 µM; actives 1% (n = 200,000); AID 1040, 2008;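 active = inhibition above the campaign mean inhibition of all tested compounds plus 3 SD, cut at about 20% in these data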;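 also: 0% = DMSO wells given NPY plus isoproterenol and 100% = isoproterenol alone without NPY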
# Target sequence (P25929 whole entry, looked up): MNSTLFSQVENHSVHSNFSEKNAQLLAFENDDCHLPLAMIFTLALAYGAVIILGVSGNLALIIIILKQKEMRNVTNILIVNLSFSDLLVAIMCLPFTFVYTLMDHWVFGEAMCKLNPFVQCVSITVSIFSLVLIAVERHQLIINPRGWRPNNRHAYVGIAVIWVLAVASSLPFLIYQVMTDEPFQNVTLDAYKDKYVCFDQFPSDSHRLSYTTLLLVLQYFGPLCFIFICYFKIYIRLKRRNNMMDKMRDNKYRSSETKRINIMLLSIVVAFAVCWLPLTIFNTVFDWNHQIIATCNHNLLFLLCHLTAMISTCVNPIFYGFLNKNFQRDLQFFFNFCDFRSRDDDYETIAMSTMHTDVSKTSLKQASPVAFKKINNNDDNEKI
#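 Material: HEK293 Y1/CNG channel cell line | Also added: NPY (25 nM), isoproterenol (1 µM), Ro 20-1724 (25 µM) | Compound: One concentration, 3.6 µM, in 0.4% DMSO | Schedule: 3 h dye uptake, 1 h room-temperature compound, 45 min post-isoproterenol | Signal: Membrane-potential fluorescent dye readout | Read-out: % inhibition of NPY effect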
# EP2 modulator: EP2 receptor modulators, cAMP readout, primary screen, cell-based, HTRF cAMP, PGE2 stimulation; EP2-expressing cells, cAMP HTRF FRET, PGE2 co-stimulation; induction, % at 25 µM; actives 0.83% (n = 260,000);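 active = compounds whose cAMP rise, as percent of the full-agonist control response, exceeds 60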;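 also: rat C6 glioma line stably carrying human EP2 under a CMV promoter; the protocol text gives 20 µM as final concentration; 100% = response of wells given 1 µM PGE2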
# zfTRPN1 agonist: zebrafish TRPN1 channel agonists, primary screen, cell-based, HEK293, calcium fluorescence; transient receptor potential cation channel N1 (TRPN1/NompC), Danio rerio; HEK293 zebrafish TRPN1-YFP, Fluo-8 calcium fluorescence; 100% = response to 87 µM carbachol; activation, % at 3 µM; actives 0.18% (n = 220,000); AID 1424, 2008;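 active = activation above its plate's cutoff, the mean activation of test wells on that plate plus 3 SD, cut at about 19% in these data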;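 also: 0% = DMSO alone and 100% = 87 µM carbachol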
#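 Material: zebrafish TRPN1-YFP in HEK293 cells. Doses: one dose of 3 µM, 0.3% DMSO. Incubation: dye 1 h 37 °C plus 30 min RT. Measured by: intracellular calcium fluorescence with Fluo-8.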
# NPY-Y1 PAM-ag: NPY-Y1 receptor potentiators or agonists, primary screen, cell-based | activation, % at 3.6 µM | AID 1304, 2008 | NPY-Y1 expressing cells, potentiator/agonist activation | actives 0.37% (n = 220,000); in the data active = activation above about 33%, passing the limit was not always enough;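 also: cells stimulated with NPY at EC10 then isoproterenol at EC100; 0% = low agonist plus stimulus and 100% = saturating agonist plus stimulus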
# TRPML3 agonist: human TRPML3 channel agonists, primary screen, cell-based, HEK293 TRPML3-YFP, Fluo-8 calcium fluorescence, 3 µM; Mucolipin-3 (Homo sapiens), Q8TDD5; 100% = the carbachol control signal; activation, % at 3 µM; actives 0.29% (n = 220,000); AID 1448, 2008;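 active = activation above its plate's cutoff, the mean activation of the plate's test wells plus 3 SD, cut at about 12% in these data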;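 also: 0% = DMSO only wells and 100% = carbachol wells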
#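 system = HEK293 cells stably carrying human TRPML3-YFP | doses = one concentration, 3 µM nominal, 0.3% DMSO | timing = dye loading 1 h 37 °C then 30 min ambient, 125 s read | detection = Fluo-8 calcium dye fluorescence, ex 470-495, em 515-575 nm | benchmarks = high control carbachol 87 µM, low control DMSO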
# CHOP inh: inhibitors of CHOP promoter induction, primary screen, cell-based, unfolded protein response, luciferase reporter; inhibition, % at 10 µM; actives 3.8% (n = 220,000); CHO-K1 CHOP-promoter luciferase, tunicamycin-induced, 15-18 h;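 active = compounds that reduced the stress-induced luciferase reporter signal by more than about 70% of percent inhibition, limit read from the data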;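 also: 0% = tunicamycin plus vehicle and 100% = wells without tunicamycin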
# PPC-1+TRAIL kill: compounds killing PPC-1 cancer cells with TRAIL present, primary screen, TRAIL potentiator project, ATPLite luminescence, uHTS. PPC-1 cells + TRAIL, ATPLite viability luminescence. cell killing (% activity), % at 4 µM. actives 0.41% (n = 220,000). AID 1443, 2008;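 active = cell killing above 50% in the first pass at 4 µM, then a duplicate retest at 5 µM averaging 50% or more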;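 also: plate controls were cells with TRAIL plus DMSO for no effect and medium-only wells lacking cells for full effect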
# Numbers without * were called inactive; / = not tested or not shown; & = joins results of further samples; [ ] = remark or other dose. A portion of the library. The share of hits here may be higher or lower than overall.
SMILES,14-3-3 Bad PPI,PGE2 EP2 inh,NPY-Y1 antag,EP2 modulator,zfTRPN1 agonist,NPY-Y1 PAM-ag,TRPML3 agonist,CHOP inh,PPC-1+TRAIL kill
COc1ccc(C(O)P(=O)(OC(C)C)OC(C)C)c(OC)c1 (centres undefined),-7,7,/,1,1.0,10,1.0,10,4
COC(=O)c1c(NC(C)=O)sc2c1CCCCC2,-14[fluorescence artefact?],5,0,20,-0.4,0,0.6,-6,23
Clc1ccc(-c2ccc(/C=N/Nc3nncc(-c4ccccc4)n3)o2)cc1,4,13,3,-20,-0.7,-18,0.0,63,24
O=C(CCCCCN1C(=O)CCC1=O)Nc1ccc(Cl)c(C(F)(F)F)c1,17,7,0,-36,5.8,6,1.4,16,9
COC(=O)c1ccc2nc(-c3cccc(N)c3)cn2c1,-4,3,3,-6,-0.5,6,0.3,80*,66*[5 µM]
Cc1cc(C)n2nc(C(=O)N/N=C/c3ccc(O)cc3)nc2n1,-3,14,-6,21,0.5,17,0.3,11,/
CC1=C(C(N)=O)C(c2cccnc2)n2nc(SCc3ccccc3Cl)nc2N1 (centres undefined),-9,4,3,11,0.1,-24,0.5,6,6
COc1ccccc1N(C(=O)CNS(=O)(=O)c1ccccc1)C(C(=O)NCc1ccco1)C(C)C (centres undefined),2,15,11,25,0.1,-10,-1.1,49,13
COc1cccc(C(=O)Nc2c(F)cccc2F)c1,-5,1,0,-36,0.8,-1,0.3,-1,4
Cn1ccnc1SCC(=O)Nc1ccc2ccccc2c1,0,9,-2,-22,1.0,-19,0.2,22,28
O=C(CN1CCSCC1)N/N=C/c1cccc(Cl)c1,20,1,-1,-3,2.2,-23,0.2,-2,20
COc1ccc(NC(=O)Nc2ccc(CC(=O)O)cc2)cc1,1,0,-1,19,0.4,7,0.5,4,5
Cc1cc(OCCCn2ccnc2)cc(C)c1Cl,24,7,0,-12,-0.1,0,0.5,36,-11
CC(=O)c1c(C)[nH]c(C(=O)COC(=O)CN(C)S(=O)(=O)c2ccc(Cl)cc2)c1C,-8,30,0,-26,2.0,-8,1.6,26,23
COc1ccc(CCNC(=O)c2cc(C(C)C)on2)cc1OC,9[fluorescence artefact?],6,2,-17,0.3,-13,0.2,-23,36

# A second format for part of the listing above:
# Results follow in this order: 14-3-3 Bad PPI | PGE2 EP2 inh | NPY-Y1 antag | EP2 modulator | zfTRPN1 agonist | NPY-Y1 PAM-ag | TRPML3 agonist | CHOP inh | PPC-1+TRAIL kill
- COC(=O)c1ccc2nc(-c3cccc(N)c3)cn2c1
  -4 | 3 | 3 | -6 | -0.5 | 6 | 0.3 | 80* | 66*[5 µM]
- Cc1cc(C)n2nc(C(=O)N/N=C/c3ccc(O)cc3)nc2n1
  -3 | 14 | -6 | 21 | 0.5 | 17 | 0.3 | 11 | /
- CC1=C(C(N)=O)C(c2cccnc2)n2nc(SCc3ccccc3Cl)nc2N1 (centres undefined)
  -9 | 4 | 3 | 11 | 0.1 | -24 | 0.5 | 6 | 6

# (list continues)
SMILES,14-3-3 Bad PPI,PGE2 EP2 inh,NPY-Y1 antag,EP2 modulator,zfTRPN1 agonist,NPY-Y1 PAM-ag,TRPML3 agonist,CHOP inh,PPC-1+TRAIL kill
CCOC(=O)N1CCN(S(=O)(=O)c2cc(Br)cc3c2N(C(=O)CC)CC3)CC1,-1,3,5,14,1.4,14,0.9,25,0
CCOC(=O)c1[nH]c(C)c(C(=O)N2CCN(c3ccc(OC)cc3)CC2)c1C,-14,5,-2,12,-0.5,8,1.1,35,8
COc1ccc(NC(=O)NCc2ccncc2)cc1,7,14,1,14,-0.5,14,0.5,2,-6
CN1CCN(CCCNC(=O)c2cc3c(=O)oc4ccccc4c3s2)CC1,3,13,1,-10,0.2,-2,1.0,4,-17
O=C(OCc1cnc(Cl)s1)c1c(F)cccc1F,-15,-1,-6,22,-0.5,-2,0.7,-6,22
Cc1ccc(/C=N/NC(=O)c2cccc([N+](=O)[O-])c2)o1,9[fluorescence artefact?],3,4,1,0.6,19,0.2,-2,-16
Cc1ccc(-c2cc(C(=O)Nc3ccc(S(=O)(=O)Nc4ncccn4)cc3)[nH]n2)c(O)c1C,26,9,/,-62,1.1,14,0.6,8,15
O=[N+]([O-])c1ccc(N2CCN(C(=S)NC3CCCCC3)CC2)cc1,-13,13,-6,-39,1.7,26,1.3,56,-2
Cn1c(=O)c2cn3c(c2n(C)c1=O)C(c1ccccc1)CC(c1ccccc1)=N3 (centres undefined),2,14,-1,30,0.9,-18,-0.5,40,24
CN(NC1OC(=O)c2ccccc21)c1ccc(C(F)(F)F)cc1[N+](=O)[O-] (centres undefined),0,20,/,-32,-2.1,2,1.1,6,-3
CCN(Cc1cc(=O)n2ccsc2n1)Cc1nc2cc(OC)c(OC)cc2c(=O)[nH]1,-10,3,/,-17,2.8,-6,0.0,2,6
COC(=O)N/N=C/c1cccc(OC(=O)c2ccc3c(c2)OCO3)c1,-2,10,/,-31,0.2,25,0.9,17,10
Cn1cc(Br)c(C(=O)NNC(=O)Nc2ccccc2C(F)(F)F)n1,-7,2,1,8,-0.4,-16,0.5,-11,-5
Cc1cc(=O)oc(C)c1C(=O)NC12CC3CC(CC(C3)C1)C2,-4[fluorescence artefact?],7,2,1,0.1,5,1.1,-12,9
COc1cccc(C2/C(=C(\O)c3ccc4c(c3)OCCO4)C(=O)C(=O)N2CCN(C)C)c1 (centres undefined),7,19,3,12,-1.8,-1,0.0,-7,-2
CC1CC(=O)N(C)c2ccc([N+](=O)[O-])cc2N1 (centres undefined),-20,5,-2,21,0.5,7,1.0,8,2
COc1ccc(Sc2ccccc2CN(C)C)cc1OC,-7,14,8,25,-0.1,-25,0.4,7,10
O=C(CCNS(=O)(=O)c1cccc2nsnc12)N1CCc2ccccc21,-4[fluorescence artefact?],7,-2,0,-1.3,-12,-0.2,2,0
CC(C)NC(=O)C(C)n1cccc1C(=O)c1ccccc1 (centres undefined),7,4,-5,2,0.7,-14,0.6,11,12
COc1cccc(NC(=O)Cn2c(=O)n(-c3ccccc3)c(=O)c3sccc32)c1,6,8,1,1,0.0,8,0.9,1,-14
Cn1cnnc1SCC(=O)N1CCC(Cc2ccccc2)CC1,-8[fluorescence artefact?],17,4,-2,1.2,-10,0.4,24,3
O=S(=O)(Nc1cccc2cn[nH]c12)c1ccc(F)cc1,-4[fluorescence artefact?],7,4,4,0.9,3,-0.5,40,-21
Cn1c(=O)c2c(nc(SCC(=O)O)n2Cc2cccc(C(F)(F)F)c2)n(C)c1=O,2[fluorescence artefact?],18,1,20,0.8,-23,0.7,24,-4
Cc1ccccc1-c1nc(CS(=O)(=O)CC(=O)NCCCN2CCCC2)c(C)o1,-1,4,2,13,-0.4,10,-1.0,-17,10
COc1ccc(-n2cnc3scc(-c4ccc(OC)c(OC)c4)c3c2=O)cc1,-4,5,5,5,-0.7,-1,-0.7,76*,-7
COc1ccc(CNC(=O)Cn2cncn2)cc1OC,6,4,2,0,2.2,-2,0.6,1,-13
CN(c1ccccc1)S(=O)(=O)c1cccc(NS(=O)(=O)c2ccc(/C=C/C(=O)O)cc2)c1,-21,2,2,27,0.3,4,0.6,12,5
Cc1cccc(OCC(=O)N/N=C\c2cc3c(cc2[N+](=O)[O-])OCO3)c1C,-9,12,1,-33,-0.8,-16,0.2,65,-24
O=C1CCc2cc(S(=O)(=O)N3CCN(c4cccc(Cl)c4)CC3)ccc2N1,-8[fluorescence artefact?],6,6,-7,1.4,18,0.8,23,17
COc1ccc(C2C(C(=O)NC(C)C)c3ccccc3C(=O)N2C)cc1OC (centres undefined),-3,/,6,-1,-0.4,12,-0.3,15,2
O=C(O)c1cc([N+](=O)[O-])ccc1NCc1ccccc1Cl,7,6,19,-37,0.0,-26,-0.1,-2,1
CC(Sc1nnc(-c2ccc(C(C)(C)C)cc2)n1C)C(N)=O (centres undefined),-12,0,5,6,-1.5,3,0.9,-24,-24
COc1cc(C(=O)N2CCN=C2c2ccccc2)cc(OC)c1OC,-7,7,6,-8,-1.1,-13,0.3,27,3
CN(C)c1nc2n(c(=O)n1)C(C#N)CS2 (centres undefined),6,5,1,24,-0.2,-6,-0.2,1,23
Cc1ccc2[nH]c(=O)c(C(c3nnnn3C(C)(C)C)N(Cc3ccco3)CC3CCCO3)cc2c1 (centres undefined),-20,9,5,13,-0.3,6,-0.6,29,0
COC(=O)c1ccc(CN2CCN(CCCc3ccccc3)C(CCO)C2)cc1 (centres undefined),0,4,1,-20,0.2,4,1.1,10,12
O=C(NC1CCCC1)c1cnn2c(C(F)(F)F)cc(-c3ccc4c(c3)OCO4)nc12,24,6,3,23,-0.2,-28,0.6,-71,7
CCOc1ccc(N2C(=O)/C(=C/c3ccccc3)N=C2SC)cc1,-15,8,-1,-9,-0.3,4,1.3,11,-6
CCOC(=O)Cc1nc2ccccc2[nH]1,2,5,2,13,-0.1,-3,-0.2,-10,19
O=S(=O)(c1ccc(Nc2ccc(-c3ccc4c(c3)OCCO4)nn2)cc1)N1CCCC1,-10,19&9,-2,-37&9,-0.5,11,0.3,41,29
O=C(O)c1ccccc1NCCO,12,7,-3,5,2.2,12,0.4,-6,14
COC(=O)Cc1ccc(NC(=O)c2ccc(C(C)(C)C)cc2)cc1,-1,2,-3,-10,8.5,27,2.3,72*,40
Nc1nnnn1CC(=O)N/N=C/c1ccc(-c2cccc(Cl)c2)o1,-8,2,5,-39,-0.2,-8,-1.0,40,-10
Cc1ccc2c(c1)C1CN(C)CCC1N2C(=O)COc1ccc(N(C)C(=O)c2ccccc2)cc1 (centres undefined),-10,9,-1,7,1.4,17,0.6,27,5
CS(=O)(=O)c1ccc(Cl)c(NC(=O)c2cccc(Br)c2)c1,11,2,10,-16,-0.4,-4,-0.3,-13,12
CCCCCN(C(=O)NC(=O)Nc1ccc(C)cc1C)S(C)(=O)=O,-10,-1,6,16,1.4,8,-0.2,63,13
CCc1cccc2c(C=C(C#N)C#N)cn(CC(=O)N3CCCCCC3)c12,3,18,0,13,2.4,15,0.4,42,6
Cc1ccc(S(=O)(=O)/N=C(\CN2CCOCC2)N2CCOCC2)cc1,1[fluorescence artefact?],5,2,-7,0.2,11,0.7,29,-20
